# Wnt act: Wnt/beta-catenin pathway activators, primary screen, cell-based, plate reader, single point; Wnt/beta-catenin reporter cell assay, activator; activation, % at 9.35 µM; actives 1.2% (n = 300,000); in the data active = activation above about 30%, passing the limit was not always enough; inconclusive = no clear call, values can overlap the other calls;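 also: 0% = neutral control wells and 100% = positive control wells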
# Numbers without * were called inactive; ? = inconclusive; & = joins results of further samples. The list is partial; the hit share may differ from the screen's.
SMILES,Wnt act
O=C1NC(Cc2ccccc2)c2nc3ccc(Br)cc3c(=O)n2-c2cc(Cl)ccc21 (centres undefined),-5
CCOC(=O)C1=CC[C@@H](c2ccccc2)N(S(=O)(=O)c2ccc(C)cc2)[C@H]1/C=C/c1ccccc1,-2
Cc1ccccc1Cn1c(C)c(C(=O)NCc2ccc(Cl)c(Cl)c2)sc1=O,-5
O=S1(=O)CC(N2CCCCC2)CN1Cc1cn(Cc2ccc(F)cc2)nn1 (centres undefined),-5
CC(CNC(=O)[C@@H](Cc1ccccc1)NC(=O)[C@H]1O[C@@H](n2cnc3c(=O)[nH]c(N)nc32)[C@H](O)[C@@H]1O)c1ccccc1 (some centres undefined),2
CC1=C(C(=O)N(C(C)C)C(C)C)CC(CC(=O)NC2CC2)C(=O)N1CCC1=CCCCC1 (centres undefined),0
CC1=C(C/C=C(\C)CCC[C@H](C)CCC[C@H](C)CCCC(C)C)C(=O)c2ccccc2C1=O,-1
Cc1cccc(C)c1NC(=O)C1(C)CCC(=O)N1CCOc1ccccc1 (centres undefined),-3
Cc1ccc2ccc(C(Nc3ccccc3)c3ccc(F)cc3)c(O)c2n1 (centres undefined),22
CC(C)[C@H](NC(=O)OC(C)(C)C)c1cc(C(=O)N2CCOCC2)c(N)s1,-3
Cn1c(=O)c(C(=O)COC(=O)c2cc(C(F)(F)F)nc3ccccc23)c(N)n(Cc2ccccc2)c1=O,2
COP(=O)(OC)OC(C(=O)c1ccccc1)c1ccc(Cl)cc1 (centres undefined),1
CN(C)C1CN(Cc2cn(Cc3ccccc3)nn2)S(=O)(=O)C1 (centres undefined),-1
CCCCn1nnnc1C(c1cc2ccccc2o1)N1CCN(CC(=O)N2CCCC2)CC1 (centres undefined),-1
COC(=O)c1ccc2nc(-c3ccc(F)cc3)c(Cc3ccccc3)n2c1,-1
Cc1ccc2nc(-c3ccccc3)c(Cc3ccccc3C(F)(F)F)n2c1,21
CC(C)NC(=O)C1(C)CN(S(C)(=O)=O)CC(=O)N1Cc1ccc2c(c1)OCO2 (centres undefined),-1
COC(=O)C1=C(C(=O)OC)[C@@H]2Nc3ccccc3[C@@]23C[C@@H](C(=O)OC)N(C(=O)NC2CCCCC2)C3=N1,-1
CC(C)CC1NC(=O)c2ccccc2-n2c1nc1cc(F)ccc1c2=O (centres undefined),-2
O=C(C(=O)N1CCN(C(=O)OCc2ccccc2)CC1)c1cccnc1,-1
O=S1(=O)c2ccc(Br)cc2OC2CCCN1C2 (centres undefined),0
CCN(C)C1CN(Cc2cn(Cc3ccc(C)cc3)nn2)S(=O)(=O)C1 (centres undefined),2
CCOC(=O)[C@]12CCC=C1N(Cc1cccc3ccccc13)C(=O)[C@H](CC(=O)NCc1ccc(C)o1)C2,-3
CC(C)c1cc(Cn2c3ccccc3c(=O)n2C(C)Cn2cc(C3CC3)nn2)on1 (centres undefined),-2
O=C(N[C@H](Cc1ccccc1)C(=O)N1CCN(C(=O)N2CCOCC2)CC1)[C@H]1O[C@@H](n2ccc(=O)[nH]c2=O)[C@H](O)[C@@H]1O,-3
C#CCNC(=O)C[C@@H]1C[C@@]2(C(=O)OCC)CCCC=C2N(CCC2=CCCCC2)C1=O,-3
O=C(NC1CCN(Cc2ccccc2)CC1)c1[nH]c(C(F)(F)F)nc1-c1ccccc1,0&-4
COC(=O)C1=C(C)N(Cc2ccccc2C(F)(F)F)C(=NCc2ccccc2C(F)(F)F)NC1c1cccc(C(F)(F)F)c1 (centres undefined),-10
COC(=O)[C@]12C[C@H](CC(=O)N3CCN(C(=O)c4ccco4)CC3)C(=O)N(Cc3ccc4c(c3)OCO4)C1=C[C@H](C(C)(C)C)O[C@@H]2C,7
COCCN1C(=O)[C@H]2C[C@@]13O[C@H](c1ccc(C(F)(F)F)cc1)N=C3C[C@H](c1ccccc1)[C@H]2C,-9

# Quoted at random: 2 compounds from above
SMILES,Wnt act
O=C(N[C@H](Cc1ccccc1)C(=O)N1CCN(C(=O)N2CCOCC2)CC1)[C@H]1O[C@@H](n2ccc(=O)[nH]c2=O)[C@H](O)[C@@H]1O,-3
CC(C)c1cc(Cn2c3ccccc3c(=O)n2C(C)Cn2cc(C3CC3)nn2)on1 (centres undefined),-2

# Additional entries follow:
SMILES,Wnt act
CC1(C(=O)Nc2ccc3ccccc3c2)CCC(=O)N1CC(F)(F)F (centres undefined),-1
Nc1ncnc2c1ncn2[C@@H]1O[C@H](C(=O)Nc2ccc(C(=O)N3CCCCC3)cc2)[C@@H](O)[C@H]1O,-1
N#Cc1ccc2nc(-c3ccc(CN4CCC5(CC4)CNc4ccccc45)cc3)c(-c3ccccc3)nc2c1,-9
CC(C)C[C@H](NS(=O)(=O)c1ccc(F)cc1F)C(=O)N1CCC[C@H]1C(=O)NCc1ccccc1,-2
COC(=O)C1=COC(OC2OC(CO)C(O)C(O)C2O)C2C(C)CC(=O)C12 (centres undefined),-1
C[C@@H]1CN([C@@H](C)CO)C(=O)c2cc(Br)cnc2O[C@@H]1CN(C)C(=O)c1ccc(F)cc1,-1
CC1=C(C(=O)N(C(C)C)C(C)C)CC(CC(=O)NC2CCCC2)C(=O)N1Cc1ccc(F)cc1 (centres undefined),-1
O=C(NCCO)c1cccc(-c2cc(Nc3ccc(OC(F)(F)F)cc3)ncn2)c1,-2
CN(Cc1ccccc1)C(=O)[C@@H]1CCCN1C(=O)[C@@H]1CCCN1C(=O)c1cccs1,0
Cc1cccc(C)c1NC(=O)C1c2ccccc2OCC(=O)N1Cc1ccccc1 (centres undefined),-2
COC(=O)C1=CN(c2ccc(OC)cc2OC)C(N)=C(C#N)C1c1ccc(OC)cc1 (centres undefined),-1
COCCCN1C(=O)C(CC(=O)NC2CC2)CC(C(=O)N(C(C)C)C(C)C)=C1C (centres undefined),-1
CC(C)[C@@H]1Cc2[nH][nH]c(=O)c2[C@H](C)O1,-3
CCCCc1c(Cc2cccc(F)c2)ncn1CCc1ccccc1OC,-6
CCCC[C@@H]1C[C@H]1[C@@H](NC(=O)c1ccco1)c1ccc(C(=O)OC)cc1,-1
O=c1[nH][nH]c2c1[C@H](c1ccc(Cl)cc1)O[C@H](C1CC1)C2,-2
CC(C)(C)S(=O)N1Cc2cc(C(=O)N3CCc4ccccc4C3)nc(-c3cccc(-c4cccnc4)c3)c2[C@@H]1CCO (some centres undefined),-2
O=c1[nH]cnc2c1nnn2C1OC(CO)C(O)C1O (centres undefined),-1
COCCN1C(=O)CCC1(C)C(=O)Nc1ccc2ccccc2c1 (centres undefined),0
CCCCc1c(-c2ccccc2OC)ncn1Cc1cccc(F)c1F,-3
Cc1ccc(CN2CC(N3CCC(Cc4ccccc4)CC3)CS2(=O)=O)cc1 (centres undefined),-3
Cc1ccc(S(=O)(=O)C[C@@H]2OC[C@H](C)N2S(=O)(=O)c2ccc(C)cc2)cc1,?
COc1ccc(N2CCN(C(=O)C(=O)c3cc(OC)c(OC)c(OC)c3)CC2)cc1,-2
COc1cc(OC)c2c(=O)c3c(C(=O)O)c(O)ccc3oc2c1,-4
CC1(C)OC(=O)C2=C(C[C@@H](CCC(F)(F)F)O[C@H]2c2ccc(F)cc2)O1,-4
CCCn1c(C)c(CC(=O)Nc2ccc(N(C)c3ccccn3)cc2)c2ccccc21,-2
O=C(N[C@H](C(=O)N1CCC[C@H]1C(=O)NCc1ccccc1)c1ccccc1)c1ccc(Cl)cc1Cl,-3
Cc1cc(Oc2cccnc2)ccc1NC(=O)CCc1c[nH]c2ccccc12,0
C[C@@H]1CN([C@@H](C)CO)C(=O)CCCn2nncc2CO[C@H]1CN(C)CC1CCCCC1,-1
CCOC(=O)N1CCN(C(=O)C[C@H]2C[C@@]3(C(=O)OC)C(=C[C@H](C(C)(C)C)O[C@@H]3C)N(Cc3ccc4c(c3)OCO4)C2=O)CC1,0
COc1ccc(CN2C(=O)CSCC2(C)C(=O)NC(C)C)cc1 (centres undefined),2
O=C(Nc1ccc(F)cc1)OC[C@@H]1CSCCS(=O)(=O)N1,-2
COc1cccc(CNC(=O)[C@@H]2CCCN2C(=O)[C@@H]2CCCN2C(=O)c2cccc(OC)c2)c1,0
COC(=O)[C@]12CCCCC=C1N(Cc1cccc3ccccc13)C(=O)[C@H](CC(=O)N1CCCC1)C2,-3
CC(C)C(=O)N1CCC1(C)C(=O)Nc1cc(-c2ccccc2)nn1C (centres undefined),11
O=C(Nc1ccc(F)cc1)C(CCc1ccccc1)N1CCN(c2ccncc2)CC1 (centres undefined),-3
C=CCN(CC=C)C[C@@H]1CSCCS(=O)(=O)N1,-2
CS(=O)(=O)c1cccc(OCCCN2CCC(C(O)(c3ccccc3)c3ccccc3)CC2)c1,-4
CC(C)C[C@H](NC(=O)c1nc[nH]c1C(=O)N[C@@H](CC(C)C)C(=O)OC(C)(C)C)C(=O)OCc1ccccc1,-26
CCC(C)CN1C(=O)CSCC1(C)C(=O)NC(C)C (centres undefined),-1

# In the list so far, these contain an aryl methoxy group:
SMILES,Wnt act
COC(=O)C1=CN(c2ccc(OC)cc2OC)C(N)=C(C#N)C1c1ccc(OC)cc1 (centres undefined),-1
CCCCc1c(Cc2cccc(F)c2)ncn1CCc1ccccc1OC,-6
CCCCc1c(-c2ccccc2OC)ncn1Cc1cccc(F)c1F,-3
COc1ccc(N2CCN(C(=O)C(=O)c3cc(OC)c(OC)c(OC)c3)CC2)cc1,-2
COc1cc(OC)c2c(=O)c3c(C(=O)O)c(O)ccc3oc2c1,-4
COc1ccc(CN2C(=O)CSCC2(C)C(=O)NC(C)C)cc1 (centres undefined),2
COc1cccc(CNC(=O)[C@@H]2CCCN2C(=O)[C@@H]2CCCN2C(=O)c2cccc(OC)c2)c1,0

# Next part
SMILES,Wnt act
CCCc1nc2ccc(C)cn2c1Cc1ccccc1OC,-4
CN(CCc1ccccc1)C(C(=O)Nc1ccc2c(c1)OCCO2)c1ccnc2ccccc12 (centres undefined),12
Cc1ccc(S(=O)(=O)N2C[C@H]3C(=O)C[C@@H](c4ccccc4)N(S(=O)(=O)c4ccccc4)[C@H]3C[C@H]2c2ccccc2)cc1,-3
O=C(N[C@H](C(=O)N1CCC[C@H]1C(=O)NC1CCCC1)c1ccccc1)c1ccc(Cl)c(Cl)c1,-7
COc1ccc(Cc2c(-c3ccc(OC)c(OC)c3)nc3c(C)cc(Br)cn23)c(C)c1,12
Cc1ccc(S(=O)(=O)N2CCC(=O)N([C@H](COCc3cccc(Cl)c3)Cc3ccccc3)CC2)cc1,-2
CC1(C)CC(=O)C=C(c2ccccc2-c2cccc(C(N)=O)c2)C1=O,12
Cc1cc2nc(-c3cccc(Br)c3)c(Cc3cccc(Cl)c3)n2c(C)c1Br,-1
O=C(NC1CCCC1)C(c1ccccc1)n1c(-c2ccc3c(c2)CCO3)nc2ccccc21 (centres undefined),0
Nc1ncnc2c1ncn2[C@@H]1O[C@H](C(=O)N[C@H]2c3ccccc3C[C@H]2OC=O)[C@@H](O)[C@H]1O,-4
Cc1ccc(C(=O)Nc2nc(C(N)Cc3ccc(C(F)(F)F)cc3)cs2)cc1 (centres undefined),0
CCOC(=O)C1=CCCN(S(=O)(=O)c2ccc(C)cc2)C1,-1
CC(C)C[C@@H]1COc2cccc(NC3CC3)c2S(=O)(=O)N1,-3
COc1cccc(CNC(=O)[C@H]2CCCN2C(=O)[C@H]2CCCN2C(=O)c2cccc3ccccc23)c1,-1
Cc1ccc(Oc2cccc3c2S(=O)(=O)N([C@H](C)c2ccccc2)C[C@@H](COCc2ccccc2)O3)cc1,-7
COC(=O)C(C(=O)OC)c1cc2c(cc1CNS(=O)(=O)c1ccc(C)cc1)OCO2,0
COC(=O)C1=C(C)N(Cc2cccc(C(F)(F)F)c2)C(=NCC2CC2)NC1c1ccc(F)cc1 (centres undefined),-9
COc1ccc(N=C2Sc3ccccc3[C@@H]3C[C@H]4[C@H](CON4C)CN23)c(OC)c1,-5
O=C(NCc1ccc(F)cc1F)[C@@H]1CCCN1C(=O)[C@@H]1CCCN1C(=O)c1ccc(Cl)cc1,-2
O=C(c1ccco1)N1CCN(C2CN(C3CCCCC3)S(=O)(=O)C2)CC1 (centres undefined),-1
FC(F)(F)c1ccc(Cl)c(Nc2nnc(-c3ccncc3)s2)c1,-2
CCCc1c(-c2cccc(Cl)c2)ncn1Cc1cccc(-c2ccccc2)c1,-1
CCCCNc1c(-c2cc3ccccc3o2)nc2nc(C)cc(C)n12,14
CC(=O)N1CCN(c2ccc(N3CCN(Cc4ccccc4)[C@H](C)C3)c(C)c2)[C@H](C)C1,-8
COC(=O)C1=C(C)N(Cc2cccc(C(F)(F)F)c2)C(=NCC2CC2)NC1c1cccc(Cl)c1 (centres undefined),-25
O=c1[nH]c(=S)[nH]c2c1C(c1ccc(F)cc1)OC(CCc1ccccc1)C2 (centres undefined),-2
Cc1ccc(C2CC(c3ccccc3)=NN2c2ccc(S(N)(=O)=O)cc2)cc1 (centres undefined),-2
CC(C)NC(=O)C1(C)CCN1C(=O)c1cccc(Cl)c1 (centres undefined),-7
CCOC(=O)[C@]12CCCC=C1N(Cc1ccco1)C(=O)[C@H](CC(=O)NCCCN1CCCC1=O)C2,1
CCNc1nc(-c2sc(NC(=O)C(C)(C)C)nc2C)c(-n2cc(-c3ccccc3)nn2)s1,-1
C#CCNC(=O)c1cc2cccnc2nc1N,-3
COc1cccc(C(=O)C(=O)N2CCN(C(=O)OCc3ccccc3)CC2)c1,-1
CC(C)c1[nH]nc2c1C(c1ccccc1)N(Cc1ccccc1)C2=O (centres undefined),0

# Bioassay records deposited in PubChem BioAssay by Broad Institute.
